VEEV TC-83 Vero – inhibitors of VEEV TC-83 cytopathic effect, confirmation, Vero cells (AID 588727) | 350,000 compounds, 0.13% hits | inhibition, % at 20 µM, or IC50 in µM where a hit was titrated | Vero cells, VEEV TC-83 cytopathic effect inhibition; higher % means a stronger effect; in the data active means a potency from the dose series; inconclusive means inhibition mostly from about 14% at the one dose, without a potency; inactive means the rest, 99 in 100 with inhibition below about 12%; further: strong numbers were not always called active
tuberculosis growth – growth inhibition of non-replicating M. tuberculosis (AID 488890); inhibition, % at 25 µM, or IC50 in µM where a hit was titrated; Mycobacterium tuberculosis non-replicating, growth inhibition; higher % means a stronger effect; 320,000 compounds, 0.39% hits; in the data active means a potency from the dose series; inconclusive means inhibition mostly from about 82% at the one dose, without a potency; inactive means the rest, 99 in 100 with inhibition below about 76%;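 further: plate controls were DMSO cells for no effect and high antibiotic wells for full effect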
influenza NS1A – H1N1 influenza NS1A inhibitors, functional cell based assay (AID 504329). NS1A functional cell-based assay, percent inhibition; higher % means a stronger effect. inhibition, % at 12.5 µM, or IC50 in µM where a hit was titrated. 340,000 compounds, 0.3% hits; in the data active means a potency from the dose series; inconclusive means inhibition above about 27% without an active follow-up result; further: strong numbers were not always called active
Salmonella PhoP GFP – PhoP regulon inhibitors, Salmonella typhi PhoP promoter GFP reporter, confirmatory (AID 1850); Salmonella Typhi PhoP-promoter GFP reporter, fluorescence, 4 h; higher % means a stronger effect; inhibition, % at 50 µM, or IC50 in µM where a hit was titrated; 310,000 compounds, 0.33% hits; in the data active means a potency from the dose series; inconclusive means inhibition mostly from about 25% at the one dose, without a potency; inactive means the rest, 99 in 100 with inhibition below about 19%;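 further: 0% = induced wells with vehicle and 100% = uninduced wells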
H37Rv inhibition – M. tuberculosis growth inhibition, HTS (AID 449762). M. tuberculosis H37Rv growth inhibition, 7H9 media; higher % means a stronger effect. one-dose inhibition, % at 25 µM; IC50 in µM for titrated hits. 330,000 compounds, 0.59% hits; in the data active means a potency from the dose series; inconclusive means inhibition above about 70% without an active follow-up result;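 further: bacterial growth assessed after seven days of incubation; strong numbers were not always called active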
VEEV TC-83 Vero 10K pilot screen – further read-out of VEEV TC-83 Vero, marked with its call; inhibition, %; measured here: 10K pilot screen inhibition
An asterisk follows results filed as active.

Screening O=C(NC1CCCC1)c1nc2c(nnn2Cc2cccc(Cl)c2)c(=O)[nH]1 returned VEEV TC-83 Vero 1.6%, tuberculosis growth inactive, influenza NS1A -13%, Salmonella PhoP GFP 1% and H37Rv inhibition 3%.
`COc1ccc(Cl)cc1NC(=O)CN(C)C(C)C(=O)NCC1CCCCC1` (stereo unspecified) gave VEEV TC-83 Vero 3.0%, tuberculosis growth 32%, influenza NS1A 2%, Salmonella PhoP GFP 5% and H37Rv inhibition -5%.
`COc1cc(C)ccc1OCCOc1c(C)cccc1Cl` gave VEEV TC-83 Vero 2.2%, tuberculosis growth 16%, influenza NS1A -4%, Salmonella PhoP GFP -3% and H37Rv inhibition 63%.
Screening COc1ccccc1CNC(=O)C(=O)NCC1OCCN1C(=O)c1cccs1 (stereo unspecified) returned VEEV TC-83 Vero 3.0%, tuberculosis growth 0%, influenza NS1A 21%, Salmonella PhoP GFP -15% and H37Rv inhibition 2%.
Screening COc1ccc(S(=O)(=O)N2CCCCC2)cc1NC(=O)C1COc2ccccc2O1 (stereo unspecified) returned VEEV TC-83 Vero 13%, tuberculosis growth -6%, influenza NS1A -13%, Salmonella PhoP GFP 9% and H37Rv inhibition 2%.
For O=C(CSc1nnc(-c2ccccn2)o1)Nc1cccc(Cl)c1 the results were VEEV TC-83 Vero inactive, tuberculosis growth -4%, influenza NS1A 1%, Salmonella PhoP GFP 0% and H37Rv inhibition -9%.
Screening O=C1OCCN/C1=C\C(=O)c1ccc(Cl)cc1 returned VEEV TC-83 Vero 0.4%, tuberculosis growth 19%, Salmonella PhoP GFP -13% and H37Rv inhibition -1%.
COc1ccccc1C(CNC(=O)c1ccc(OCc2c(C)noc2C)cc1)N1CCCC1 (stereo unspecified) was read as VEEV TC-83 Vero 0.4%, tuberculosis growth 33%, influenza NS1A -4% and H37Rv inhibition -10%.
For Cc1cc(C)c(NC(=S)NCC2CCN(C(C)c3ccccc3)C2)c(C)c1 (stereo unspecified) the results were VEEV TC-83 Vero 0.6%, tuberculosis growth 24%, influenza NS1A -4%, Salmonella PhoP GFP 0% and H37Rv inhibition 2%.
For COc1ccccc1N1CCN(C(=O)CCC(=O)N2CCN(c3ccc(F)cc3)CC2)CC1 the results were VEEV TC-83 Vero 0.7%, tuberculosis growth 36%, influenza NS1A -6%, Salmonella PhoP GFP -3% and H37Rv inhibition 4%.
Screening CCOc1c(O)ccc(C2NC(=O)NC(C)=C2C(=O)OC)c1[N+](=O)[O-] (stereo unspecified) returned VEEV TC-83 Vero inactive, tuberculosis growth -14%, influenza NS1A 3%, Salmonella PhoP GFP 12% and H37Rv inhibition -4%.
CCOC(=O)c1cnc2ccc(OC)cc2c1NCc1ccccc1 was read as VEEV TC-83 Vero 0.5%, tuberculosis growth 55%, influenza NS1A 1%, Salmonella PhoP GFP 5% and H37Rv inhibition 23%.
Screening CC1CCCC(C)N1CCCNC(=O)c1ccc2nc(N3CCOCC3)sc2c1 (stereo unspecified) returned VEEV TC-83 Vero 0.5%, influenza NS1A 9%, Salmonella PhoP GFP -20% and H37Rv inhibition 3%.
CC(C)[C@H](NC(=O)c1ccc(F)cc1)C(=O)OCC(=O)NC(=O)c1cccn1C was read as VEEV TC-83 Vero 2.0%, tuberculosis growth 8%, influenza NS1A 3%, Salmonella PhoP GFP -5% and H37Rv inhibition -9%.
For COC(=O)c1ccc(C23CC4(C2)[C@H](CN(Cc2ccc(-c5ccccc5)cc2)[C@@H]4c2ccccc2)C3c2ccc(Cl)nc2)cc1 (stereo partly specified) the results were tuberculosis growth 39%, Salmonella PhoP GFP -3% and H37Rv inhibition 3%.
Screening C[C@H](CO)N1C[C@H](C)[C@@H](CN(C)C(=O)NC2CCCCC2)Oc2c(NS(=O)(=O)c3ccccc3)cccc2C1=O returned VEEV TC-83 Vero 1.8%, tuberculosis growth 20%, influenza NS1A -11% and H37Rv inhibition 2%.
`C=CCOc1cccc(/C=N/NC(=O)CN2CCCCC2)c1` gave VEEV TC-83 Vero 0.5%, tuberculosis growth -15%, influenza NS1A -22%, Salmonella PhoP GFP 2% and H37Rv inhibition -3%.
`Cc1cc(C(=O)CN2C(=O)NC3(CCCc4sccc43)C2=O)c(C)n1-c1ccc(Cl)cc1` (stereo unspecified) gave VEEV TC-83 Vero 0.6%, tuberculosis growth inconclusive, influenza NS1A 4%, Salmonella PhoP GFP -3% and H37Rv inhibition 8%.
`COC(=O)/C=C1\SC(=Nc2ccccc2)NC1=O` gave VEEV TC-83 Vero 0.9%, tuberculosis growth 5%, influenza NS1A -6%, Salmonella PhoP GFP -6% and H37Rv inhibition -2%.
For O=C(CN1CCN(c2ccccn2)CC1)Nc1cccc(S(=O)(=O)N2CCCC2)c1 the results were VEEV TC-83 Vero 0.6%, tuberculosis growth 7%, influenza NS1A 5%, Salmonella PhoP GFP 6% and H37Rv inhibition -2%.
Screening O=C(NCCS(=O)(=O)N1CCN(c2ccccc2F)CC1)c1ccc2c(c1)OCO2 returned VEEV TC-83 Vero 1.6%, tuberculosis growth 11%, influenza NS1A -5%, Salmonella PhoP GFP 1% and H37Rv inhibition -2%.
Cc1ccccc1OCC(=O)N/N=C/c1cccn1C was read as VEEV TC-83 Vero inactive, tuberculosis growth 14%, influenza NS1A -10%, Salmonella PhoP GFP 7% and H37Rv inhibition 3%.
Screening O=C(NCc1ccc2c(c1)OCO2)c1cc2ccccc2oc1=O returned VEEV TC-83 Vero 1.8%, tuberculosis growth 36%, influenza NS1A -17%, Salmonella PhoP GFP 1% and H37Rv inhibition -1%.
COc1ccc(C2C(C(C)=O)=C(O)C(=O)N2c2ccc(Br)cc2)cc1 (stereo unspecified) was read as VEEV TC-83 Vero 0.2%, influenza NS1A -3%, Salmonella PhoP GFP -4% and H37Rv inhibition 10%.
Cc1nn(C)c2ncc(C(=O)c3cc(F)ccc3O)cc12 was read as VEEV TC-83 Vero 3.0%, tuberculosis growth 7%, influenza NS1A -9%, Salmonella PhoP GFP 3% and H37Rv inhibition -1%.
Screening COc1ccc(NC(=O)CSc2nnc3ccc(-c4ccncc4)nn23)cc1OC returned VEEV TC-83 Vero 3.1%, tuberculosis growth -9%, influenza NS1A 12%, Salmonella PhoP GFP 3% and H37Rv inhibition -7%.
Screening Clc1ccc(CNC2CCCC2)c(Cl)c1 returned VEEV TC-83 Vero 0.5%, tuberculosis growth 0%, influenza NS1A 1%, Salmonella PhoP GFP -12% and H37Rv inhibition -5%.
`Cc1ccccc1CNC(=O)c1ccc(Cl)c([N+](=O)[O-])c1` gave VEEV TC-83 Vero 3.3%, tuberculosis growth 12%, influenza NS1A 4%, Salmonella PhoP GFP -2% and H37Rv inhibition -7%.
Screening Cc1nc(Cl)sc1C(=O)Nc1cccc(C(F)(F)F)c1 returned VEEV TC-83 Vero 2.6% and influenza NS1A 5%.
Cc1cc(NC(=O)CCl)nn1C was read as VEEV TC-83 Vero inconclusive, tuberculosis growth 74%, influenza NS1A 3%, Salmonella PhoP GFP 7% and H37Rv inhibition inconclusive.
Screening O=C(Nc1cccc(Cl)c1)OCc1cn(-c2ccc(Cl)cc2)nn1 returned VEEV TC-83 Vero 0.1%, tuberculosis growth -13%, influenza NS1A -8%, Salmonella PhoP GFP -2%, H37Rv inhibition 1% and VEEV TC-83 Vero 10K pilot screen 1.1.
CCC(=O)Nc1nnc(S(=O)(=O)N2CCCC2)s1 was read as VEEV TC-83 Vero 0.3%, tuberculosis growth -2%, influenza NS1A 9%, Salmonella PhoP GFP -1% and H37Rv inhibition -4%.
`CCCC(=O)NC(=S)Nc1ccc(CN2CCOCC2)cc1` gave VEEV TC-83 Vero 0.3%, tuberculosis growth 9%, influenza NS1A 2%, Salmonella PhoP GFP 6% and H37Rv inhibition 3%.
`O=C1CN(C(=O)COC(=O)c2ccc(N3CCCCCC3)c([N+](=O)[O-])c2)c2ccccc2N1` gave VEEV TC-83 Vero 2.7%, tuberculosis growth 14%, influenza NS1A 6%, Salmonella PhoP GFP -10% and H37Rv inhibition 4%.
Screening COc1ccc(OC)c(C(=O)NC(CC(N)=O)c2ccc(NCc3ccccn3)c([N+](=O)[O-])c2)c1 (stereo unspecified) returned VEEV TC-83 Vero inactive, tuberculosis growth 0%, influenza NS1A 11%, Salmonella PhoP GFP 12% and H37Rv inhibition 3%.
Screening O=C(c1cc2ccccc2o1)N1CCN(S(=O)(=O)c2ccc(F)c(F)c2F)CC1 returned VEEV TC-83 Vero 4.9%, tuberculosis growth 16%, influenza NS1A -8% and H37Rv inhibition -7%.
COc1cccc(C(=O)NNC(=O)C(=O)Nc2ccc(C)c(Cl)c2)c1 was read as VEEV TC-83 Vero 0.7%, tuberculosis growth inconclusive, influenza NS1A -12%, Salmonella PhoP GFP 16% and H37Rv inhibition inconclusive.
O=C(Nc1ccc(F)cc1)Nc1nnc(COc2ccccc2F)s1 was read as VEEV TC-83 Vero 2.4%, tuberculosis growth 14%, influenza NS1A 3%, Salmonella PhoP GFP 4% and H37Rv inhibition 0%.
`COc1ccc(C(O)c2nc3ccccc3s2)cc1` (stereo unspecified) gave tuberculosis growth 1%, Salmonella PhoP GFP -3% and H37Rv inhibition 4%.
Screening O=C(NCCCN1CCCCCC1)C1CC(=O)N(CCc2ccccc2)C1 (stereo unspecified) returned VEEV TC-83 Vero 0.5%, tuberculosis growth 12%, influenza NS1A 0%, Salmonella PhoP GFP 5%, H37Rv inhibition 3% and VEEV TC-83 Vero 10K pilot screen 1.0.
`COc1ccc(C(=O)N(C)C2CCCCC2)cc1S(=O)(=O)N1CCOCC1` gave VEEV TC-83 Vero 1.3%, tuberculosis growth -2%, influenza NS1A -13% and H37Rv inhibition -3%.
Screening COc1ccc(C(=O)Nc2ccc(S(=O)(=O)Nc3onc(C)c3C)cc2)cc1OC returned VEEV TC-83 Vero inactive, tuberculosis growth 33%, influenza NS1A 1%, Salmonella PhoP GFP 16% and H37Rv inhibition -1%.
`O=c1cc(C(Cl)(Cl)Cl)oc2c1ccc1ccccc12` gave VEEV TC-83 Vero 8.0%, tuberculosis growth inconclusive, influenza NS1A -2%, Salmonella PhoP GFP -1% and H37Rv inhibition inconclusive.
`CCOC(=O)c1cc(C#N)c(N2CCOCC2)nc1-c1ccccc1` gave VEEV TC-83 Vero 6.5%, tuberculosis growth 32%, influenza NS1A -7%, Salmonella PhoP GFP -2% and H37Rv inhibition 9%.
COc1ccc(CCNC(=O)C(C)c2ccc([N+](=O)[O-])cc2)cc1 (stereo unspecified) was read as VEEV TC-83 Vero inactive, tuberculosis growth 46%, influenza NS1A -11%, Salmonella PhoP GFP -4% and H37Rv inhibition -4%.
`COc1ccc(-c2oc3ncnc(NCCCN4CCOCC4)c3c2-c2ccc(OC)cc2)cc1` gave VEEV TC-83 Vero inactive, tuberculosis growth 69%, influenza NS1A 9%, Salmonella PhoP GFP 7% and H37Rv inhibition 98%.
For O=C(O)CC(Cc1ccccc1)(C(=O)O)c1ccccc1 (stereo unspecified) the results were VEEV TC-83 Vero 1.1%, tuberculosis growth -2%, influenza NS1A -12%, Salmonella PhoP GFP -2% and H37Rv inhibition 7%.

Compounds above that contain a nitro group on carbon (5):
Screening CCOc1c(O)ccc(C2NC(=O)NC(C)=C2C(=O)OC)c1[N+](=O)[O-] (stereo unspecified) returned VEEV TC-83 Vero inactive, tuberculosis growth -14%, influenza NS1A 3%, Salmonella PhoP GFP 12% and H37Rv inhibition -4%.
`Cc1ccccc1CNC(=O)c1ccc(Cl)c([N+](=O)[O-])c1` gave VEEV TC-83 Vero 3.3%, tuberculosis growth 12%, influenza NS1A 4%, Salmonella PhoP GFP -2% and H37Rv inhibition -7%.
`O=C1CN(C(=O)COC(=O)c2ccc(N3CCCCCC3)c([N+](=O)[O-])c2)c2ccccc2N1` gave VEEV TC-83 Vero 2.7%, tuberculosis growth 14%, influenza NS1A 6%, Salmonella PhoP GFP -10% and H37Rv inhibition 4%.
Screening COc1ccc(OC)c(C(=O)NC(CC(N)=O)c2ccc(NCc3ccccn3)c([N+](=O)[O-])c2)c1 (stereo unspecified) returned VEEV TC-83 Vero inactive, tuberculosis growth 0%, influenza NS1A 11%, Salmonella PhoP GFP 12% and H37Rv inhibition 3%.
COc1ccc(CCNC(=O)C(C)c2ccc([N+](=O)[O-])cc2)cc1 (stereo unspecified) was read as VEEV TC-83 Vero inactive, tuberculosis growth 46%, influenza NS1A -11%, Salmonella PhoP GFP -4% and H37Rv inhibition -4%.

Fetched by structure from the list above (two):
`COc1ccc(-c2oc3ncnc(NCCCN4CCOCC4)c3c2-c2ccc(OC)cc2)cc1` gave VEEV TC-83 Vero inactive, tuberculosis growth 69%, influenza NS1A 9%, Salmonella PhoP GFP 7% and H37Rv inhibition 98%.
`CCOC(=O)c1cc(C#N)c(N2CCOCC2)nc1-c1ccccc1` gave VEEV TC-83 Vero 6.5%, tuberculosis growth 32%, influenza NS1A -7%, Salmonella PhoP GFP -2% and H37Rv inhibition 9%.

Assay outcomes (PubChem BioAssay)
